Bioassay records from PubChem.
CCR6 antagonist = antagonists of human CCR6 receptor; P51684; CHO-K1 CCR6 PathHunter beta-arrestin, luminescence, CCL20-stimulated; inhibition, % at 20 µM; 340,000 compounds, 0.49% hits; AID 493098;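 active means compounds whose inhibition of the agonist-driven luminescence signal at 20 µM reaches about 50%, limit read from the data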;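 further: cells stimulated with CCL20 at 14 nM final; plate controls were DMSO with CCL20 for no effect and DMSO without agonist for full effect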
Gli-Sufu antag = blocks Gli-Sufu signaling in a luciferase reporter | Sufu-KO-LIGHT fibroblasts, Gli luciferase reporter luminescence | inhibition, % at 5 µM | 340,000 compounds, 0.74% hits;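 active means inhibition above about 55%, limit read from the data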;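 further: 0% = DMSO-treated cells and 100% = wells with medium but no cells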
EBI2 antag = blocks human EBI2 receptor beta-arrestin signaling. inhibition, % at 5 µM. AID 651636. EBI2 beta-arrestin recruitment, luminescence, 7a,25-OHC stimulated. P32249. 360,000 compounds, 0.81% hits; in the data active means inhibition above about 38%;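 further: enzyme fragment complementation signal reports receptor beta-arrestin coupling in cells; 0% = agonist plus DMSO wells and 100% = wells without agonist; some results beyond the cut were filed as inactive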
Target sequence (P32249 whole entry, looked up, the tested form may be a part): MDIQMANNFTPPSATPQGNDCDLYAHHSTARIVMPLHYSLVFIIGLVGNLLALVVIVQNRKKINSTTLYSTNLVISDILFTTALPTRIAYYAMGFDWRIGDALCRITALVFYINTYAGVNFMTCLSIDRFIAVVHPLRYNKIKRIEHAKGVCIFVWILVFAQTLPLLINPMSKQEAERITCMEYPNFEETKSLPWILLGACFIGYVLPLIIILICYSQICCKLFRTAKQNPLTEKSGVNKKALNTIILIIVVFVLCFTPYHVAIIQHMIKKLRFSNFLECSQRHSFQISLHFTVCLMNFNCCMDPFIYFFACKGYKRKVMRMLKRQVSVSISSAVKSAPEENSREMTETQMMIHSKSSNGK
NR3A LBD binder = modulators (binders) of human NR3A ligand-binding domain. NR3A LBD differential scanning fluorimetry, Tm shift; 0% = protein alone, 100% = glycine-bound protein. Tm shift relative to glycine control, % at 25 µM. 340,000 compounds, 2.5% hits;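 active means melting temperature shift of at least 10% of the positive control shift, at one fixed dose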
CXCR6 inh = inhibitors of human CXCR6 receptor; O00574; CHO-K1 PathHunter CXCR6 beta-arrestin, luminescence; inhibition, % at 20 µM; 360,000 compounds, 0.36% hits; in the data active means inhibition above about 34%, passing the limit was not always enough;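 further: antagonist mode with CXCL16 agonist at 10 nM final; 0% = 10 nM CXCL16 with DMSO and 100% = unstimulated wells without agonist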
Target sequence (O00574 whole entry, looked up): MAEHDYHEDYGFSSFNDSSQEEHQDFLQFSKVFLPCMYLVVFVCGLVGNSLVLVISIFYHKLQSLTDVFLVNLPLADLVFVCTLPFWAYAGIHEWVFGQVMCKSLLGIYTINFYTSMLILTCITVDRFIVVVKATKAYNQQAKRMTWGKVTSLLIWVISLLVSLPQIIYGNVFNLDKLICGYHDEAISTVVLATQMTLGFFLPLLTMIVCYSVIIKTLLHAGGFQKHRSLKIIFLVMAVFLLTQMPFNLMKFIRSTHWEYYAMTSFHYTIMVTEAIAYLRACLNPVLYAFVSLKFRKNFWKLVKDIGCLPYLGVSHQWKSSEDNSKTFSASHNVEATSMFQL
APOBEC3A inh = human APOBEC3A DNA deaminase inhibition. P31941. recombinant A3A, FAM/TAMRA ssDNA deamination fluorescence. inhibition, % at 20 µM. 330,000 compounds, 0.41% hits. AID 493011;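 active means at least 40% inhibition at 20 µM here, with at most 30% in a related deaminase screen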;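 further: plate controls were A3A with DMSO for no effect and wells lacking A3A enzyme for full effect; some results filed as inactive read as strong as hits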
Target sequence (P31941 whole entry, looked up): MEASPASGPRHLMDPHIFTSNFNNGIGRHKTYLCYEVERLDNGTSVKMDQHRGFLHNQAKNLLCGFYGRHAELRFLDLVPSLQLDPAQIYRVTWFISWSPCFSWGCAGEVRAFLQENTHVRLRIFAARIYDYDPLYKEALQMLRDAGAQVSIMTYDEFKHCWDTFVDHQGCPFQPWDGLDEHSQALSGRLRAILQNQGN
MPTP block = permeability transition pore inhibition; isolated mouse mitochondria, Ca2+ swelling absorbance, 30 min; inhibition, % at 10 µM; AID 602449; 360,000 compounds, 1.4% hits;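 active means inhibition of 50% or more, scaled per plate between neutral and stimulator controls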;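 further: 0% = DMSO wells given calcium and 100% = 1 mM EGTA wells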
APOBEC3G inh = inhibitors of human APOBEC3G DNA deaminase; 330,000 compounds, 0.28% hits; inhibition, % at 20 µM; Q9HC16; recombinant A3G, ssDNA deamination FAM/TAMRA fluorescence;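 active means inhibition of at least 40% at 20 µM, with no more than 30% in the related APOBEC3A deaminase screen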;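 further: plate controls were DMSO wells with A3G for no effect and wells lacking A3G enzyme for full effect; some compounds called inactive have numbers as strong as hits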
Numbers without * were called inactive; / = no result given.

SMILES | CCR6 antagonist | Gli-Sufu antag | EBI2 antag | NR3A LBD binder | CXCR6 inh | APOBEC3A inh | MPTP block | APOBEC3G inh
CC(=O)c1sc(NC(=O)CCN2C(=O)c3ccccc3C2=O)nc1C | 11 | -10 | -7 | 17* | 4 | -3 | 3.2 | -9
O=C(/C=C/Nc1nccs1)C(F)(F)Cl | 12 | -10 | -14 | -1 | 11 | -4 | -0.8 | -8
CN(C)c1ccc(C=c2c3ccccc3n3c2c2c([n+]3C)CCCC2)cc1 | 47 | 89* | -11 | -11 | 45* | / | 65* | /
Nc1nnc(/C=C/c2cccc([N+](=O)[O-])c2)s1 | -1 | -27 | -14 | 0 | -22 | -1 | 0.7 | 8
CCCCN(CC)C(=O)c1oc2ccc(S(=O)(=O)N3CCCC3)cc2c1C | 18 | -6 | -4 | -5 | -10 | -7 | -0.6 | -9
O=C(OCC#CCSc1nnc(-c2ccc(Br)cc2)o1)c1ccco1 | 4 | 13 | -10 | 1 | -13 | -2 | 1.1 | -6
CCCOc1cccc(-c2cc(C(=O)NNC(=S)NCC)c3ccccc3n2)c1 | 9 | -35 | 11 | 14* | -7 | 0 | 50* | -1
CCCn1cc(CN2CCN(Cc3ccc(C)o3)C(CCO)C2)c(C)n1 (centres undefined) | 6 | 14 | -4 | -1 | -2 | -4 | 1.1 | -4
O=C(CSc1ccccc1)Nc1ccc2c(c1)OCO2 | -4 | 16 | -4 | -1 | 2 | -1 | -3.0 | -5
CCOC(=O)c1sc(NC(=S)NC(=O)c2ccccc2Cl)c(C(=O)OCC)c1C | 26 | -5 | 7 | -3 | 2 | 0 | 1.5 | -2
CCN1C(=O)N[C@@H](c2cccs2)C(C(C)=O)=C1C | 2 | -3 | 2 | 0 | -1 | -2 | 0.0 | -5
CCOP(=O)(NC12CC3CC(CC(C3)C1)C2)NC12CC3CC(CC(C3)C1)C2 | -5 | 17 | 0 | -3 | -1 | -2 | 0.3 | -1
COc1cc(=O)oc(CCC(C)O)c1C (centres undefined) | 25 | -11 | -9 | 0 | -8 | 9 | -0.3 | 7
Cc1ccc(C)c(N2CCN(C(=O)C3CCCCN3S(=O)(=O)c3ccc(F)cc3)CC2)c1 (centres undefined) | 12 | 4 | -3 | 1 | 11 | -4 | 1.3 | -5
O=C(CNC(=O)c1cccc(F)c1)OCC(=O)N1CCCCC1 | -4 | -5 | -10 | 0 | 1 | 41* | 2.2 | 2
Cc1ccc(S(=O)(=O)N2CCOCC2)cc1C(=O)NCCCn1ccnc1 | 1 | -5 | -12 | 0 | -22 | 4 | -0.1 | -2
O=C(c1ccccc1)N1CCc2[nH]nc(-c3ccccc3)c2C1 | 3 | 0 | -7 | 1 | -5 | -4 | -1.9 | -4
Cc1cccc(NC2=NC3(CCCCC3)N=C(N)N2)c1 | 2 | 7 | -1 | 2 | -4 | 1 | 0.6 | -10
CCc1nnc(NC(=O)CN2CCN(C3CCCCC3)CC2)s1 | -1 | 2 | 0 | 2 | -3 | -3 | -0.2 | 3
CC(=O)Nc1ccc(S(=O)(=O)N(C)CC(=O)Nc2ccc(Br)cc2F)cc1 | 5 | -15 | -9 | 1 | 2 | 0 | -0.3 | -13
COc1ccc(-c2cc3nc(C)c(CCC(=O)NC(C)CCc4ccco4)c(C)n3n2)c(OC)c1 (centres undefined) | -45 | 5 | 23 | 0 | 7 | 0 | 0.2 | 1
CCCOc1ccc(Cc2c(Cl)nc(SC)nc2NC)cc1 | 34 | 57* | -10 | -2 | -9 | 6 | 95* | -3
Cc1cccc(N2CCN(C(=S)c3ccc(-c4ccccc4[N+](=O)[O-])o3)CC2)c1 | 14 | 43 | -15 | -2 | -2 | -7 | 2.1 | -11
C[C@H](NC(N)=O)C(=O)N1CCN(S(=O)(=O)c2ccc3ccccc3c2)CC1 | 0 | -13 | -11 | -2 | 2 | -3 | -0.2 | -8
COc1cc(C(=O)c2ccc3c(c2)OCO3)cc(OC)c1OC | 14 | -3 | -7 | -2 | 4 | / | 1.2 | /

(list continues)
SMILES | CCR6 antagonist | Gli-Sufu antag | EBI2 antag | NR3A LBD binder | CXCR6 inh | APOBEC3A inh | MPTP block | APOBEC3G inh
CN=CC1=C(O)C(C(=O)OC)C(C)(C)CC1=O (centres undefined) | 5 | -9 | -14 | 0 | 1 | 3 | -1.0 | -7
O=C1CN2NC(=S)N(c3ccccc3)C2=CN1c1ccc(Cl)cc1 | -1 | 4 | 4 | -2 | -4 | -2 | -1.0 | 6
CC1CC(=O)Nc2ccccc2N1C(=O)COc1ccc2ccccc2c1 (centres undefined) | -1 | -13 | -6 | 0 | -7 | 1 | 0.7 | -4
CC1(C)CC(=O)C2=C(C1)N(Cc1cccnc1)C(=O)C2(NC(=O)C1CC1)C(F)(F)F (centres undefined) | -11 | -3 | -7 | -1 | 2 | -2 | 1.3 | -3
Fc1cccc(Cl)c1Cn1nnc2c(NCc3ccncc3)ncnc21 | 9 | -1 | -2 | 0 | -10 | -2 | 1.5 | -5
Cc1ccc2[nH]c(-c3cccc(N)c3)cc2c1 | 0 | -77 | -5 | 31* | -16 | -3 | 1.6 | -2
COc1ccc(-c2cn3cc(C)ccc3n2)cc1F | -8 | -52 | 9 | -18 | -4 | -6 | -1.6 | -10
CCN(CC)CCN(C(=O)CN1C(=O)CCC1=O)c1nc2cc3c(cc2s1)OCO3 | 4 | 7 | -7 | -1 | -8 | -5 | 2.2 | -8
COc1ccc(C(=O)OC(C)C(=O)NC2CCCC2)cc1S(=O)(=O)N1CCOCC1 (centres undefined) | 8 | 1 | -5 | 0 | 2 | -2 | -0.9 | -4
CSc1ccccc1NC(=O)CN(C)S(=O)(=O)c1ccc(F)cc1 | -10 | 4 | 0 | 3 | -4 | -2 | -1.7 | -4
CCCCNC(=O)[C@H]1N2C(=O)c3c(ccc(OC)c3OC)C2SC1(C)C (some centres undefined) | 2 | 8 | 19 | -3 | 1 | -2 | -0.6 | -5
COc1cc(NC(=O)c2ccc(Cl)cc2)c(OC)cc1NC(=O)CN1CCOCC1 | -4 | 6 | 4 | 0 | 6 | -3 | 2.3 | -4
O=C(NCC(=O)N(c1ccccc1)C(C(=O)NC1CCCCC1)c1ccncc1)c1ccco1 (centres undefined) | -7 | 6 | -6 | 1 | 4 | 1 | -1.4 | 0
COCCNC(=O)COC(=O)c1ccc(OCC(=O)Nc2ccccc2OC)c(OC)c1 | -7 | -30 | 4 | -1 | -5 | 1 | -1.1 | -6
CCOC(=O)C1=C(CNCCc2ccc(Cl)cc2)NC(=O)NC1c1ccc2c(c1)OCO2 (centres undefined) | 14 | 3 | 1 | 1 | -2 | 1 | 4.4 | -3
Cc1cc2cc(CNC(=O)CCC(=O)O)ccc2n1C | -13 | -4 | 13 | 0 | -5 | -2 | 2.5 | -7
OCC[C@@H]1C[C@H](O)[C@@H](O)[C@@]2(CCCCO2)O1 | 1 | -16 | -12 | 1 | 5 | 1 | 1.5 | 32
O=C(NC(=S)N1CCN(Cc2ccccc2)CC1)c1ccco1 | 7 | 8 | 4 | -2 | -3 | -4 | -2.6 | -11
CCOCCCNCc1cc(Cl)cc(Cl)c1OCC | 11 | 6 | 8 | -1 | 3 | -1 | 1.4 | -6
Cc1cc(NC(=O)CSc2nnc3c(C)cc4c(C)ccc(C)c4n23)no1 | 1 | 12 | 10 | 2 | -8 | -1 | -1.5 | -5
CN1CC(=O)N(CC(=O)Nc2ccc(N(C)C)cc2)c2ccccc2C1=O | 9 | 5 | -3 | 0 | -2 | 0 | -0.7 | 0
O=C(Cn1nc(C(F)(F)F)c2c1CCCC2)N1CCOCC1 | 10 | -5 | -3 | -2 | 0 | -2 | -0.6 | -4
O=C(OCC(=O)N1CCOCC1)c1cccc(S(=O)(=O)Nc2ccc(F)cc2)c1 | 0 | 1 | -16 | 1 | -1 | 1 | 1.0 | -2
O=C(CCCOc1ccccc1)Nc1ccc(Cl)c(S(=O)(=O)N2CCOCC2)c1 | 5 | 8 | 1 | -7 | -4 | -1 | 3.1 | -9
CCCCCC(=O)Nc1ccc(Cl)cn1 | -1 | -21 | 3 | 1 | -1 | -3 | -1.8 | -2

Quoted from the results shown, 3 compounds:
SMILES | CCR6 antagonist | Gli-Sufu antag | EBI2 antag | NR3A LBD binder | CXCR6 inh | APOBEC3A inh | MPTP block | APOBEC3G inh
O=C(OCC(=O)N1CCOCC1)c1cccc(S(=O)(=O)Nc2ccc(F)cc2)c1 | 0 | 1 | -16 | 1 | -1 | 1 | 1.0 | -2
O=C(CCCOc1ccccc1)Nc1ccc(Cl)c(S(=O)(=O)N2CCOCC2)c1 | 5 | 8 | 1 | -7 | -4 | -1 | 3.1 | -9
CCCCCC(=O)Nc1ccc(Cl)cn1 | -1 | -21 | 3 | 1 | -1 | -3 | -1.8 | -2

Next part.
SMILES | CCR6 antagonist | Gli-Sufu antag | EBI2 antag | NR3A LBD binder | CXCR6 inh | APOBEC3A inh | MPTP block | APOBEC3G inh
CCN1CCCC(CO)(Cc2ccccc2)C1 (centres undefined) | 7 | 5 | -6 | -1 | 5 | -2 | -0.2 | -4
COc1ccc(-c2cc(C)no2)cc1S(=O)(=O)N1CC(=O)Nc2ccccc21 | -2 | 4 | 2 | 0 | -4 | 1 | 0.3 | 1
Cc1ccc(C(=O)Nc2nc(-c3ccc(F)cc3)cs2)o1 | -13 | -7 | 2 | -3 | 9 | -6 | -0.2 | -4
COCc1cc(C)nc(NCCO)c1C#N | -4 | 10 | -6 | -1 | -3 | -3 | -1.0 | -6
O=C(NC1=NCCS1)c1ccc(Cl)c(S(=O)(=O)N2CCCCC2)c1 | 9 | 7 | -8 | -1 | 8 | 5 | 3.0 | 2
Nc1nonc1-n1nnc(C(=O)N/N=C/c2ccc(OCc3cccc(Cl)c3)cc2)c1CN1CCCCC1 | 4 | 22 | 5 | -4 | 7 | 0 | 3.2 | 0
COc1ccc(C(=O)c2ccc(Cl)cc2)c2ccccc12 | 25 | 9 | 8 | -4 | 4 | 3 | 2.4 | -1
COc1ccc(/C=C/c2nc3ccccc3n2Cc2ccc(OC)c(OC)c2)cc1 | 20 | -109 | 18 | -3 | 8 | 2 | 1.4 | -8
COc1cc2cnc(C3=CCCCC3)cc2cc1OC | 9 | 31 | 9 | 1 | -5 | 4 | -0.1 | -2
CC1CCCCN1C(=S)Nc1ccc2nc3n(c(=O)c2c1)CCCCC3 (centres undefined) | 0 | 1 | -11 | 0 | 1 | 1 | -0.5 | -10
Cc1c(NC(=O)C(C)OC(=O)CNC(=O)c2ccc(C(C)(C)C)cc2)c(=O)n(-c2ccccc2)n1C (centres undefined) | 3 | 3 | -6 | 0 | -2 | 11 | -0.1 | -1
OCC[C@@H]1C[C@H](O)[C@@H](O)[C@@]2(OCc3ccccc32)O1 | 4 | -4 | -20 | 2 | -12 | -1 | -1.0 | -8
Cc1cccc(NC(=S)N2CCN(S(=O)(=O)c3ccc(F)cc3)CC2)c1 | -5 | 3 | 2 | 1 | 5 | -5 | 1.2 | -7
COCCCN1C(=O)c2ccc(C(=O)OCC(=O)NCCc3ccccc3)cc2C1=O | 0 | 7 | 2 | 0 | 1 | 3 | 1.3 | -4
Cc1cc(NC(=O)CCC(=O)N(CCC(C)C)C(C(=O)NC2CCCC2)c2cccnc2)no1 (centres undefined) | 2 | 0 | 4 | -1 | -1 | 2 | 4.1 | -4
COc1ccc(OC)c2c1cc(C(=O)N[C@H](C(=O)N1CCC[C@H]1C(=O)O)C(C)C)n2C | -4 | -6 | -7 | 0 | -21 | -1 | -0.9 | -8
C/C(=N/NC(=O)c1ccoc1C)c1ccc(NC(=O)c2ccncc2)cc1 | -14 | -6 | -7 | -6 | -6 | -2 | 1.8 | 0
Cc1nc2ccc(NC(=S)NC3CC3)cc2nc1C | 3 | -3 | 0 | -2 | 11 | 1 | -0.4 | -6
CC(=O)N1CCc2cc(S(=O)(=O)NCCCN3CCN(Cc4ccccc4)CC3)ccc21 | 4 | 20 | -21 | 1 | -1 | 1 | 0.4 | -2
O=C(CSc1nnc(-c2cnccn2)n1Cc1ccco1)c1ccc2ccccc2c1 | 12 | 4 | 2 | -12 | -3 | 3 | -0.2 | -8
